# TbREL1 primary: TbREL1 inhibition, primary screen. P86926. AID 1117264. TbREL1 RNA ligation, FRET fluorescence. inhibition, % at 9.66 µM. hit rate 0.49% among 89,000;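 active means inhibition above the mean inhibition across all screened compounds plus 3 SD, cut at about 11% in these data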;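 further: 0% = plate median of test wells and 100% = NSC42067 control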
# Target sequence (P86926 whole entry, looked up): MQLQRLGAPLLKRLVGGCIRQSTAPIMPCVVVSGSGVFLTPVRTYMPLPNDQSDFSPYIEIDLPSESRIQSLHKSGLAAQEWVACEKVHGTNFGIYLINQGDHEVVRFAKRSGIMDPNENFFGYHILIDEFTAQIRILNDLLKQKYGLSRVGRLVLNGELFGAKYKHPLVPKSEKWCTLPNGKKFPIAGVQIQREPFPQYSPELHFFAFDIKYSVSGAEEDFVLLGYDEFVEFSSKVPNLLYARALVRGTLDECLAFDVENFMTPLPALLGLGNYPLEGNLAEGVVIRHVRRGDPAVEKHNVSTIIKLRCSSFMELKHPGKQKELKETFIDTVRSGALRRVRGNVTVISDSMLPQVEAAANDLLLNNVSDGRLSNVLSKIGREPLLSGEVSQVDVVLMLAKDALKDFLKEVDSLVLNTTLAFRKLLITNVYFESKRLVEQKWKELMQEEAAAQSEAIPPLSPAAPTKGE
# An asterisk follows results filed as active.
compound,TbREL1 primary
CC(=O)Nc1ccc(S(=O)(=O)Nc2cccn(Cc3ccc(C)cc3)c2=O)cc1,3
O=C(N[C@@H]1CCCc2c1cnn2-c1ccc(F)cc1F)c1ccccn1,4
CC1=CC(C)(C)NC(=S)N1c1ccccc1C,-4
OCC#CCSc1nnc(-c2cccc3ccccc23)o1,0
NC(=O)c1ccc(CSc2nc3ccccc3s2)cc1,3
O=C1CC(C(=O)NC2CCCCC2)C2(CCCCC2)O1 (stereo unspecified),-1
CCCCNC(=S)Nc1ccccc1Cc1ccccc1,-4
CCCCNC(=O)C1(C)CCN1Cc1ccc(C#N)cc1 (stereo unspecified),1
CCOC(=O)C1CCN(C(=O)C(C)(C)NC(=O)Nc2ccc(Cl)cc2Cl)CC1,3
O=S(=O)(c1ccc(S(=O)(=O)N2CCN(C/C=C/c3ccccc3)CC2)cc1)N1CCCC1,0
O=C(CN(CCc1ccccc1)S(=O)(=O)c1ccc(Cl)s1)N1CCOCC1,-1
COc1ccccc1NC(=S)NCCc1ccc(F)cc1,-6
O=C(CSc1nnc(-c2c[nH]c3ccccc23)o1)c1ccc(-c2ccccc2)cc1,0
COc1ccc(-c2nnc3sc(C(C)N4C(=O)c5ccccc5C4=O)nn23)cc1 (stereo unspecified),-2
COCCN(CC(=O)Nc1ccccc1C)S(=O)(=O)c1ccc(S(=O)(=O)N2CCCC2)cc1,-2
CC(C)[C@@H]1NC(=O)c2cc([N+](=O)[O-])cc(I)c2NCCC[C@@H](C(N)=O)NC(=O)[C@H](CO)NC1=O,6
CCc1ccc(/C=C2/SC(=S)N(CCC(=O)Nc3ccc(C(=O)O)cc3)C2=O)cc1,1
Cc1ccc(C(=O)Nc2ccc(S(=O)(=O)N3CCN(C)CC3)cc2)cc1,-2
O=C(NCCN1CCC(Cc2ccccc2)CC1)C1CCCN(S(=O)(=O)c2cnc[nH]2)C1 (stereo unspecified),0
CC(C)CCOc1ncnc2c1sc1nc3c(cc12)CSC(C)(C)C3,4
CCCCCC1CCC(C(=O)NNC(=S)NCC)CC1 (stereo unspecified),-5
Cn1cc([N+](=O)[O-])c(C(=O)NC2CCCC2)n1,2
CCOP(=O)(OCC)c1nc(-c2ccc(OC)cc2)oc1N1CCOCC1,-1
COC(=O)c1ccc(CN2CCCC(C(=O)Nc3cccc(-n4cnnn4)c3)C2)cc1 (stereo unspecified),2

# Nothing new here: entries from further up.
compound,TbREL1 primary
Cc1ccc(C(=O)Nc2ccc(S(=O)(=O)N3CCN(C)CC3)cc2)cc1,-2
O=C(NCCN1CCC(Cc2ccccc2)CC1)C1CCCN(S(=O)(=O)c2cnc[nH]2)C1 (stereo unspecified),0
CC(C)CCOc1ncnc2c1sc1nc3c(cc12)CSC(C)(C)C3,4
CCCCCC1CCC(C(=O)NNC(=S)NCC)CC1 (stereo unspecified),-5
Cn1cc([N+](=O)[O-])c(C(=O)NC2CCCC2)n1,2

# Next section
compound,TbREL1 primary
COc1ccc(CCNC(=O)CN2C(=O)NC3(CCCCC3)C2=O)cc1,-1
C=CC(=O)N=c1sc2ccccc2n1-c1ccccc1,7
CCCN1CCC(N2CCCC(C(=O)O)C2)CC1 (stereo unspecified),-1
Cc1ccc(C(=O)OCC(=O)NN2C(=O)NC3(CCC(C)CC3)C2=O)cc1 (stereo unspecified),1
CCOc1ccc(S(=O)(=O)Nc2cccc(C(=O)N3CCN(c4ccccc4O)CC3)c2)cc1,-2
O=C(NC(CC1=CCCCC1)c1ccccc1)C(F)(F)F (stereo unspecified),3
O=C1CCCC2=C1C(c1ccc(O)cc1)c1c(ccc3ccccc13)N2 (stereo unspecified),4
Cc1ccc(C2=NC3(CCCCC3)N=C2SCC(=O)Nc2ccc3c(c2)OCCO3)cc1,1
CSc1ncccc1C(=O)Nc1cccc(S(=O)(=O)N2CCOCC2)c1,0
Cc1occc1-c1nnc(SCC(=O)N2CCCCC2C)o1 (stereo unspecified),-1
COc1ccc(NC(=O)c2ccc(Cc3ccc(C)cc3)o2)cc1,1
CC1(C(=O)Nc2ccc3c(c2)OCO3)Cc2c(-c3cccc(C(F)(F)F)c3)ccnc2O1 (stereo unspecified),-3
COC(=O)c1cc(NC(=O)c2ccccc2)c(=O)oc1C/C=N\OCc1ccc(Cl)cc1Cl,-3
COc1cc(NC(=O)CSc2nc(C)c(C)c(C)n2)c(C)cc1[N+](=O)[O-],-1
O=C1NC[C@@H](CCCCN2CCN(CCc3ccccc3)C(=O)C2=O)N(CCc2ccc(O)cc2)C1=O,-1
COc1ccc(-c2noc(CCC(=O)Nc3cccc(C)c3)n2)cc1,-1
Cc1ccc(-n2c(SCC(=O)Nc3ccc(OCc4ccccc4)cc3)nnc2-c2ccco2)cc1,1
C[N+](C)(C)CC(=O)N1CCN(c2ccc3ccccc3n2)CC1,8
CC1Cc2ccccc2N1C(=O)CCNS(=O)(=O)c1cccc2nsnc12 (stereo unspecified),-4
CCC(CC)C(=O)Nc1ccc(Cl)c(Cl)c1,0
COc1ccccc1NC(=O)COC(=O)c1ccc2c(c1)nc(C)n2-c1ccccc1,-2
CCOC(=O)C1CCN(S(=O)(=O)c2c(C)noc2C)CC1,-2
OC(CNCC1CCCO1)Cn1c2ccccc2c2ccccc21 (stereo unspecified),3
CCOc1ccc(S(=O)(=O)NCC(c2ccc3c(c2)OCO3)N2CCN(C)CC2)cc1 (stereo unspecified),1
O=C1CC(N(O)c2ccccc2)C(=O)N1Cc1ccccc1 (stereo unspecified),-4
COc1cc(C)nc(N(Cc2ccccc2)S(=O)(=O)c2ccccc2)n1,2
Cc1cc(NC(=O)C(C)SCC(=O)OCC(=O)N(Cc2ccccc2)C(C)(C)C)no1 (stereo unspecified),0
COc1ccc(N(CC(=O)N2CCOCC2)S(=O)(=O)c2ccccc2)cc1Cl,-2
COc1ccc([C@H]2CC(=O)C=C(c3cccc(Br)c3)C2)cc1OC,2
CCOC(=O)C1CCN(S(=O)(=O)c2ccc(NC(=O)OC)cc2)CC1,1
COc1ccc(NC(=O)C2CC(=O)N(c3ccccc3F)C2)cc1S(=O)(=O)N1CCCCC1 (stereo unspecified),-4
CCN(CC)CC(=O)Nc1scc2c1c(=O)oc1ccccc12,0
COc1ccc(C(CCN2CCCC2)c2c(OC)cc(OC)c3c(-c4ccccc4)cc(=O)oc23)cc1 (stereo unspecified),5
Nc1ncnc2c1nc(-c1ccccc1)n2C1OC(CO)C(O)C1O (stereo unspecified),-1
O=c1[nH]c2cc(Br)c(Br)nc2[nH]1,0
CCOC(=O)Cc1nnc(NC(=O)C(CC)Sc2nncn2C)s1 (stereo unspecified),1
C=C(C)CSc1nnc([C@@H]2CCCN2)o1,2
N#CC1=C(N)n2c(s/c(=C\c3ccco3)c2=O)=C(C#N)C1c1ccco1 (stereo unspecified),27*
CCCC/C=C/C(NC(=O)c1ccc(C(=O)OC)cc1)c1ccccc1 (stereo unspecified),-1
CCC(C)N(C(=O)CN1C(=O)NC2(CCc3ccccc32)C1=O)C1CCS(=O)(=O)C1 (stereo unspecified),1
Cc1ccc(NC(=O)CSc2nc(N)cc(N)n2)cc1S(=O)(=O)N1CCOCC1,-1
CC12CCC(=O)N1C(C(=O)Nc1nc3ccc(Cl)cc3s1)CS2 (stereo unspecified),-2
Cn1cc(/C=C(\NC(=O)c2ccccc2Cl)C(=O)NCCN2CCOCC2)c2ccccc21,-2
COc1ccc(C(=O)Nc2cccc(/C(C)=N/NC(=O)c3ccc([N+](=O)[O-])cc3)c2)cc1OC,6
CCOC(=O)c1c(NC(=O)c2ccccc2)sc2c(O)c(CN(CC)CC)ccc12,0
Cc1ccc(C(=O)N/C(=C\c2cccc([N+](=O)[O-])c2)C(=O)NC(Cc2ccccc2)C(=O)O)cc1 (stereo unspecified),0
COc1cccc(-c2ccc3c(c2)C2CC3CCN2C(=O)c2ccc(Cl)cc2)c1 (stereo unspecified),0
N/C(=N\S(=O)(=O)c1cc(C(F)(F)F)cc(C(F)(F)F)c1)c1ccccc1,1
CS(=O)(=O)c1ccc(C(=O)OC2CCOC2=O)cc1[N+](=O)[O-] (stereo unspecified),3
CCCCn1c(N)c(N(CC(C)C)C(=O)CN2C(=O)c3ccccc3C2=O)c(=O)[nH]c1=O,1
CC/C(=N\NC(N)=O)c1ccc(OC(F)F)cc1,0
COc1ccc(Cl)cc1C1=NOC2(CCC2)C(=O)N1Cc1ccc(NC(C)=O)cc1,3
Cc1cccnc1NC(=S)NC(=O)c1oc2ccccc2c1C,-3
Cc1ccc2cc3cc(C(=O)NCCCN4CCc5ccccc5C4)oc3nc2c1,-1
CCOCCCNC(=O)c1cc2c(=O)n3cccc(C)c3nc2n1C,-3
COc1cccc(C2CN(c3ccc(F)cc3F)N=C2c2cccs2)c1OC (stereo unspecified),-1
COc1cc(/C=N/n2c(-c3ccccc3)n[nH]c2=S)cc(OC)c1OC,-7
CN(C)C(=O)NC1C=CS(=O)(=O)C1 (stereo unspecified),1
CCOC(=O)c1c(NC(=O)CNC2CCCCC2)sc(C)c1C,2
O=C(CCCc1nc(-c2ccccc2)no1)NC1CCCCC1,1

# Additional entries
compound,TbREL1 primary
COC(C(=O)Nc1ccccc1C(=O)N1CCOCC1)c1ccccc1 (stereo unspecified),0
O=C(N/N=C/c1ccc2c(c1)OCO2)C(=O)Nc1cccc(Cl)c1,0
COc1ccc(C(=O)N(C)CCCC2CCCC2)cc1OC1CCN(C(C)=O)CC1,-1
O=C(Cn1nc(-c2ccccc2)ccc1=O)NCC1COCCO1 (stereo unspecified),-2
O=[N+]([O-])c1csc2ccccc12,0
O=C(COC(=O)c1ccc2ncsc2c1)NCc1ccc(Cl)cc1,1
COC(=O)C1=C(C(=O)c2ccc(C)cc2)C(c2ccc(OC)c(OC)c2)n2nnnc2N1 (stereo unspecified),-2
COc1ccc(C2c3[nH]c4ccccc4c3CCN2CCCn2cccn2)cc1C (stereo unspecified),6
CC1=C(C#N)CCC(=O)N1Cc1c(C)cc(C)cc1C,0
COc1ccc(-n2c(COc3ccccc3)nnc2SCC(=O)Nc2ccc(OCc3ccccc3)cc2)cc1,1
CCN(Cc1ccccc1)C(=O)c1ccc(SC)cc1OC,1
CCn1c(CC(=O)Nc2ccccc2Cl)nnc1SCC(=O)NC1CCCC1,-4
C=CCn1c(SC(C)C(=O)NCC2CCCO2)nnc1-c1ccc(OC)cc1 (stereo unspecified),3
COc1cccc(C(=O)OCC(=O)c2ccc(Br)s2)c1OC,-3
CC(=O)c1ccc(N(CC(=O)NCCc2ccccc2)C(=O)c2csnn2)cc1,-2
O=C(NCCCN1CCCC1=O)Nc1cc(Cl)ccc1Cl,0
Clc1ccc(SCc2nc3ccccc3[nH]2)cc1,0
CN(C(=O)c1cccc(NC(=O)Cc2ccc(NC(=O)C3CCN(C(=O)C4CCC4)CC3)cc2)c1)C1CCC1,-2
OC(c1ccccc1)(c1nc(-c2cc3ccccc3o2)cs1)C(F)(F)F (stereo unspecified),3
CC(C)c1cc(-c2cc(C(=O)Nc3ccccc3)on2)nc(NC2CCCC2)n1,0
O=C(CN(C(=O)CCC(=O)Nc1ccccn1)C1CCCC1)NCc1ccccc1,0
CCC(=O)Oc1ccc2oc(=O)cc(C)c2c1,2
O=c1c2cc3c(=O)n(-c4ccccc4O)c(=O)c3cc2c(=O)n1-c1ccccc1O,0
O=C(Oc1ccccc1C(=S)N1CCOCC1)c1ccccc1,-4
COc1ccc(CSc2nnc(Cc3sc(-c4ccccc4)nc3-c3ccccc3)o2)cc1,-2
Cc1ccc(-n2cc(CN3CCN(c4ccccn4)CC3)c(-c3ccc(F)cc3)n2)cc1,0
Cc1ccc(S(=O)(=O)NC(C)C(=O)N2CCOCCOCCOCC2)cc1 (stereo unspecified),0
Brc1ccc(-c2csc(N3CCOCC3)n2)cc1,1
COc1ccccc1CNC(=O)N[C@@H](Cc1ccccc1)C(=O)O,1
O=c1c2ccccc2nnn1CSc1nc2ccccc2c(=O)n1CCCO,3
O=C(NCCOCCOCCNC(=O)c1cccnc1)c1cccnc1,1
C=CCn1c(SCC(=O)c2c(N)n(C)c(=O)n(C)c2=O)nnc1-c1ccncc1,-2
O=C(CN1CCN(S(=O)(=O)c2ccc(Br)cc2)CC1)N/N=C/c1ccncc1,-4
c1cc(Nc2ncnc3sc4c(c23)CCC4)ccn1,2
COc1ccc2c(c1)C(=O)N(c1ccc(C)cc1)C(=O)C2,-2
O=C(c1cc2nc(-c3ccco3)cc(C(F)(F)F)n2n1)N1CCN(c2ccccn2)CC1,-2

# Part of the list above, reformatted.
TbREL1 primary,Molecule
1,COc1ccccc1CNC(=O)N[C@@H](Cc1ccccc1)C(=O)O
3,O=c1c2ccccc2nnn1CSc1nc2ccccc2c(=O)n1CCCO
1,O=C(NCCOCCOCCNC(=O)c1cccnc1)c1cccnc1
-2,C=CCn1c(SCC(=O)c2c(N)n(C)c(=O)n(C)c2=O)nnc1-c1ccncc1
-4,O=C(CN1CCN(S(=O)(=O)c2ccc(Br)cc2)CC1)N/N=C/c1ccncc1

# The results go on.
compound,TbREL1 primary
CCCCOCCCNC(=O)C[C@@H]1C[C@@]2(C(=O)OC)CCCCC=C2N(Cc2ccc3c(c2)OCO3)C1=O,0
CCOc1ccc(NC(=O)CC2C(=O)N(C)C(=S)N2Cc2ccco2)cc1 (stereo unspecified),2
O=C(CSCc1ccc(F)cc1)Nc1ccccc1C(=O)N1CCOCC1,1
CCC1CCCCN1C(=O)COc1ccc(F)cc1 (stereo unspecified),-1
Cc1ccc(CNC(=O)COC(=O)CN2C(=O)C3CC=CCC3C2=O)cc1 (stereo unspecified),6
O=C(CSc1nnc(-c2ccncc2)n1-c1ccc(Cl)cc1)c1ccc(Cl)c(Cl)c1,0
O=C(CNC(=O)c1sc2ccccc2c1Cl)NC1CC1,3

# High-throughput results deposited in PubChem BioAssay by The Scripps Research Institute Molecular Screening Center.

# Some of the compounds tested; rates above refer to the full screens.
